EP2 antag – blocks the human prostaglandin E2 receptor EP2. P43116. C6 glioma cells expressing human EP2, cAMP TR-FRET; cells stimulated with saturating PGE2. inhibition, % at 25 µM. actives 0.52% (n = 260,000);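 active = percent inhibition above 40 after rounding to a whole number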;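 note: rat C6 glioma host cells with rolipram phosphodiesterase inhibitor present; the protocol text gives 20 µM as final concentration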
Target sequence (P43116 whole entry, looked up): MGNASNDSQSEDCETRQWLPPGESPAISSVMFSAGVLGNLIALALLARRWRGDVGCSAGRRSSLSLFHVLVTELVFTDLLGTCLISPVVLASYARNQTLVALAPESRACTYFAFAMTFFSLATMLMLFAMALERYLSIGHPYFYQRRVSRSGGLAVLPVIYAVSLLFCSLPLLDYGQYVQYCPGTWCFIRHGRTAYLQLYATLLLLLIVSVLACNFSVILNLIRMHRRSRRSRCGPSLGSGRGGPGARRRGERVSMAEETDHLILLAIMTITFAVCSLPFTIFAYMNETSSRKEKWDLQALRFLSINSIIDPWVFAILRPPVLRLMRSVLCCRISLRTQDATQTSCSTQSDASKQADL
EP2 mod – EP2 receptor (human) modulation | induction, % at 25 µM | EP2-expressing cells, cAMP HTRF FRET, PGE2 co-stimulation | actives 0.83% (n = 260,000) | AID 940;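 active = compounds whose cAMP rise, as percent of the full-agonist control response, exceeds 60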;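 note: rat C6 glioma line stably carrying human EP2 under a CMV promoter; the protocol text gives 20 µM as final concentration; 100% = response of wells given 1 µM PGE2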
Starred values were filed as active, the others as inactive.

SMILES	EP2 antag	EP2 mod
COC(=O)Cn1cc(CN2CCC(O)(c3ccccc3F)CC2)c2ccccc21	4	-97
CN(C(=O)CSc1nnc2c(n1)[nH]c1ccccc12)C1CCCCC1	16	-88
COCc1nnc(NC(=O)Nc2cccc(Cl)c2)s1	9	-93
CC(C)c1ccc(O)c(O)c(=O)c1 (tested in a mixture with another compound)	41*	48
CCOc1ccc2nc3cc(N)ccc3c(N)c2c1	24	24
COCC(C)NC(=O)c1cnn2c(C(F)F)cc(-c3ccc(OC)cc3)nc12 (configuration not stated)	8	1
C[C@@H]1CN(Cc2ccccc2F)CCN1Cc1ccc2nccnc2c1	4	-7
CNCC(O)Cn1ccc2ccccc21 (configuration not stated)	8	-46
CCc1cccc(C)c1NC(=O)CSc1nc(C)cc(=O)[nH]1	16	-22
Cc1oc2ccccc2c1CN(CCN(C)C)Cc1cccs1	8	-10
CCOC(=O)C1=C(C)N=C2SC(C)C(=O)N2C1c1ccc(OC)c(OC)c1 (configuration not stated)	11	-8
CCOc1ccccc1NC(=O)C(C)Sc1nc(-c2ccccc2)cc(C(F)(F)F)n1 (configuration not stated)	27	15
CC(C)[C@@H](Cn1nc(C2CC2)ccc1=O)NC(=O)c1ccco1	7	-14
Cn1c(SCC(=O)Nc2cccc3ccccc23)nnc1-c1ccco1	7	-14
O=C(Cn1nc(-c2cccnc2)oc1=O)N1CCN(c2ccccc2)CC1	8	-45

Single values from the results shown.
Value for CNCC(O)Cn1ccc2ccccc21 (configuration not stated) under EP2 mod: -46
Value for CC(C)[C@@H](Cn1nc(C2CC2)ccc1=O)NC(=O)c1ccco1 under EP2 antag: 7
Value for CCc1cccc(C)c1NC(=O)CSc1nc(C)cc(=O)[nH]1 under EP2 mod: -22

Next structures.
SMILES	EP2 antag	EP2 mod
COc1ccc(NC(=S)N(CCO)Cc2cc3cc(C)cc(C)c3[nH]c2=O)cc1	12	-56
COc1cc(CNc2n[nH]c3nc(C)cc(C(F)(F)F)c23)cc(OC)c1OC	7	-82
COc1c(Cl)cc(C(=O)Nc2cccc(NC(=O)c3cccs3)c2)cc1Cl	28	-91
Cc1ccc(NC(=O)CSc2nc3c(C)cc(C)cc3cc2C#N)c(C)c1	3	-6
CN(C)CCCN(Cc1ccc2c(c1)n(C)c(=O)n2C)Cc1ccco1	6	31
COC(=O)c1c(NC(=O)c2ccc3c(c2)OCO3)sc(C(=O)Nc2ccccc2OC)c1C	9	3
COc1ccc(NC(=S)N2CCC(NC(=O)c3ccc(OC)cc3)CC2)cc1	12	-36
O=C(CCCSc1nc(-c2ccco2)cc(C(F)(F)F)n1)NCc1ccccn1	7	-58
O=c1[nH]c2cc3c(cc2cc1CN(CC1CCCO1)S(=O)(=O)c1ccc(F)cc1)OCCO3 (configuration not stated)	7	17
Nc1c(C(=O)c2ccc3c(c2)OCO3)sc2nc3c(cc12)CCCC3	18	-79
CCN(CC)C(=O)c1sc(NC(=O)c2ccccc2OC)c(C(=O)OC)c1C	11	45
COc1ccc(C)cc1N(CC(=O)NC(C)(C)C)C(=O)Cn1nnc(-c2ccc(C)o2)n1	9	4
Cc1ccccc1NS(=O)(=O)c1ccc(NS(=O)(=O)c2cccs2)cc1	15	-7
C=C1C(C2(C)C=CC(=O)C(C)(C)C2CC(=O)OC)CC[C@@]2(C)[C@H](c3ccoc3)OC(=O)C3OC132 (some centres not stated)	24	2
CCOc1ccc2nc3c(cc2c1)CN(Cc1ccco1)C(=O)CO3	6	-54

The listing continues.
SMILES	EP2 antag	EP2 mod
CCn1cc(C(=O)O[C@H]2C[C@@H](c3ccc(OC)cc3)N(C)C2=O)c(C)n1	7	-30
CC(=O)c1ccc(NC(=O)CSc2nnc3c4c5c(sc4nc(C)n23)CC(C)CC5)cc1 (configuration not stated)	10	10
CCOc1ccc(NC(=O)c2sc(NC(=O)C(C)C)c(C(=O)OC)c2C)cc1	12	-16
O=C(NCCCCl)C1c2ccccc2Oc2ccccc21	20	7
COc1cc(C(=O)NC(=S)Nc2ccc3oc(-c4ccc(C)cc4)nc3c2)cc(OC)c1OC	5	-10
CC1CCCC(N2CCN(S(=O)(=O)Cc3ccccc3)CC2)C1 (configuration not stated)	6	-14
CC1CCN(C(=O)Cn2c(SCC(=O)NC(C)(C)C)nc3ccccc32)CC1	8	-70
COc1ccccc1NC(=O)CSc1nnc2c3c(C)c(C)sc3nc(C(C)C)n12	15	20
Cc1cc2cc3c(cc2n2c(=O)n(CC(=O)NC4CCCC4)nc12)OCO3	8	0
Cc1cc(C)c2cc(CN(Cc3ccccc3)C(=S)NC3CCCCC3)c(=O)[nH]c2c1	7	2
Cc1ccc2c(c1)C(=O)CC1(CCN(C(=O)c3ccc(F)c(F)c3)CC1)O2	7	-53
CCC(=O)c1cn(CC(=O)Nc2ccc(F)cc2)c2ccccc12	16	-26
Cc1cnc(C(=O)N[C@@H](C)Cn2nnc3ccccc32)cn1	8	-4
CCN1C(=O)c2cccc3c(S(=O)(=O)Cl)ccc1c23	10	-9
CCCn1c(SCC(=O)Nc2cc(Cl)ccc2C)nnc1-c1ccncc1	15	0

Following part
SMILES	EP2 antag	EP2 mod
O=C(CN1CCC(n2nnc3cc(C(F)(F)F)ccc32)CC1)Nc1ccc(F)cc1	16	-32
CCCc1nnc(SCC(=O)Nc2nc3ccc(OC)cc3s2)n1C	4	-54
COCCCn1c(SCC(=O)Nc2c(C)cccc2C)nc2ccccc2c1=O	6	36
O=C(O)CSc1ccc([N+](=O)[O-])cc1[N+](=O)[O-]	12	22
CCC(C)(C)NC(=O)C(c1ccncc1)N(C(=O)Cn1nnc2ccccc21)c1cccc(F)c1 (configuration not stated)	6	12
O=C(Nc1ccccc1)NC1CC2CCC(C1)N2Cc1nnnn1Cc1ccco1 (configuration not stated)	6	-18
CCOC(=O)c1cc2occc2n1CC(=O)N1CCC(C)CC1	12	-2
O=C(Nc1ccc(C(O)CN2CCN(Cc3ccc4c(c3)OCO4)CC2)cc1)C1CC1 (configuration not stated)	5	-29
O=C(O)c1cccc(NC(=O)c2cccs2)c1	8	13
Cc1ccc2cc(CN(CCO)C(c3nnnn3C(C)(C)C)C(C)C)c(=O)[nH]c2c1 (configuration not stated)	9	-6
NCCSC[C@H](N)C(=O)O	15	3
COc1ccc(-c2nc(-c3cc4ccccc4[nH]c3=O)no2)cc1	7	-4
CCn1cc(C(=O)O)c(=O)c2ccc(Cc3ccccc3)nc21	16	29
COc1ccccc1C1C(C#N)=C(SCC(=O)Nc2ccc(Br)cc2)NC(=O)C1C#N (configuration not stated)	6	-29
CCN(CC)CCN(Cc1cc2ccc(C)cc2[nH]c1=O)C(=S)NCC1CCCO1 (configuration not stated)	13	9

Further structures.
SMILES	EP2 antag	EP2 mod
CCCN1C2CCCC1CC(NC(=O)c1ccc(OCC)cc1)C2 (configuration not stated)	13	23
CCC(=O)Nc1sc(C(=O)NC2CCCCC2)c(C)c1C(=O)OC	13	-2
O=C(/C=C/c1ccco1)Nc1c[nH]c(=O)[nH]c1=O	9	-3
O=C(c1cccc(Cl)c1)N1CCCC(c2nc(-c3cccs3)no2)C1 (configuration not stated)	14	22
Cc1cc2cc(CN(C3CCCCC3)C(c3nnnn3C3CCCCC3)C(C)C)c(=O)[nH]c2cc1C (configuration not stated)	8	-20
O=C(c1ccc(Cl)cc1)N1N=C(C(F)(F)F)CC1(O)C1CCCCC1 (configuration not stated)	10	16
CC1=C(C(=O)OC(C)(C)C)C(c2ccc(O)cc2)NC(=O)N1 (configuration not stated)	14	7
Oc1cccc(O)c1	1	-10
CCC(c1nnnn1C1CCCCC1)N(CCc1ccccc1)Cc1cc2cc(C)cc(C)c2[nH]c1=O (configuration not stated)	6	45
Nc1ncnc2c1ncn2C[C@@H](O)C(=O)O	8	25
Cc1cc(C)c2[nH]c(=O)c(C(c3nnnn3C(C)(C)C)N3CCN(C4CCCCC4)CC3)cc2c1 (configuration not stated)	11	7
O=c1[nH]c(/C=C/c2ccccc2O)nc2ccccc12	9	-36
Cc1cccc(N(C(=O)c2csnn2)C(C(=O)NC(C)(C)C)c2sccc2C)c1 (configuration not stated)	9	18
CCOc1ccccc1NC(=O)CN1CCc2nc(N3CCCC3)[nH]c(=O)c2C1	7	-43
CCn1c(COc2ccccc2C)nnc1SCC(=O)NCc1ccco1	9	-2

Full records, quoted from the list. Order of screens: EP2 antag	EP2 mod
`Cc1cc2cc(CN(C3CCCCC3)C(c3nnnn3C3CCCCC3)C(C)C)c(=O)[nH]c2cc1C` (configuration not stated) in the list: 8	-20
`Cc1cc(C)c2[nH]c(=O)c(C(c3nnnn3C(C)(C)C)N3CCN(C4CCCCC4)CC3)cc2c1` (configuration not stated) in the list: 11	7
`Nc1ncnc2c1ncn2C[C@@H](O)C(=O)O` in the list: 8	25
`CCC(=O)Nc1sc(C(=O)NC2CCCCC2)c(C)c1C(=O)OC` in the list: 13	-2
`O=C(c1cccc(Cl)c1)N1CCCC(c2nc(-c3cccs3)no2)C1` (configuration not stated) in the list: 14	22

(list continues)
SMILES	EP2 antag	EP2 mod
COc1ccc(C(O)CN2CCC(O)(c3ccccc3C)CC2)cc1 (configuration not stated)	7	-43
C[n+]1cccc(/C=C/c2ccc3cccc(O)c3n2)c1	10	8
COc1ccc2c(CN3CCn4c(CO)nnc4C3)cn(C)c2c1	4	-36
COC(=O)Cn1cc(CN2CCc3c(nc(C)[nH]c3=O)C2)c2ccccc21	2	-53
COc1ccc(CN2CCc3c(nc(N4CCCC(C)C4)[nH]c3=O)C2)cc1CO (configuration not stated)	1	-33
Cc1ccc(OCC(=O)Nc2ccc(N3CCN(C)CC3)cc2)c(C)c1	11	-43
COc1cc(NC(=O)/C(=C/c2ccco2)NC(=O)c2ccccc2)cc(OC)c1OC	10	-18
CC(C)(C)c1nc2ccccc2c2nn(CC(=O)N3CCOCC3)c(=O)n12	3	-28
Cc1sc2ncn(CC(=O)N(CC(=O)NC3CCCC3)Cc3ccco3)c(=O)c2c1C	12	-8
CCC(C)NC(=S)N(CCN(C)C)Cc1cc2cc(C)ccc2[nH]c1=O (configuration not stated)	11	-4
C=CCN1CCN(C(c2cc(OC)ccc2OC)c2nnnn2Cc2ccccc2)CC1 (configuration not stated)	5	-35
CCCOc1ccc(/C=C/c2nc(O)c([N+](=O)[O-])c(=O)[nH]2)cc1OC	6	-14
CC1(C)Oc2ccc(S(=O)(=O)NCCCN3CCOCC3)cc2NC1=O	4	-5
CC/C(=C\C(=O)c1cccnc1)Nc1cccc(O)c1	14	-63
N#Cc1ccc(NC(=O)CSc2ccc([N+](=O)[O-])cn2)cc1	5	-16

(list continues)
SMILES	EP2 antag	EP2 mod
O=C(C1CC(c2c(F)cccc2Cl)=NO1)N1CCCC1 (configuration not stated)	12	-1
CCc1cc2ccc(C)c(C)c2nc1SCC(=O)NNC(=O)C(C)C	10	23
CCC(C)(C)n1nnnc1CN(Cc1cccnc1)Cc1cc2cc(C)cc(C)c2[nH]c1=O	9	24
O=[N+]([O-])c1ccc(CSCc2ccc(Cl)cc2)cc1	14	11
CCN1CCN(C(c2cc3c(C)cc(C)cc3[nH]c2=O)c2nnnn2C(C)(C)CC)CC1 (configuration not stated)	24	-59
Oc1ccc(-c2nc3cnccn3c2NCc2ccc3c(c2)OCO3)cc1O	14	-69
Cc1[nH]cnc1CN(Cc1cccc(F)c1)CC1CCCO1 (configuration not stated)	4	-2
CCOc1ccc2nc(SCC(=O)Nc3ccccc3N3CCOCC3)c(C#N)cc2c1	9	7
O=C(O)CCN1C(=O)CSC1=O	14	21
Cc1nccn1CC(O)COc1ccc(Cl)cc1Cl (configuration not stated)	8	-93
COc1ccc(S(=O)(=O)N2CCC(C(=O)NCc3ccccc3)CC2)cc1C	3	-38
COC(=O)c1c(O)c[nH]c1C	8	-7
O=C1C(=Cc2cccnc2)C(=O)c2ccccc21	42*	-117
Cc1cc(C)c2c(N)c(C(=O)Nc3ccccc3C)sc2n1	15	-27
COc1ccc(OC)c(NC(=O)CSc2ncc(-c3ccc(C)cc3)n2Cc2ccco2)c1	12	34

An excerpt from the list above, for reference:
SMILES	EP2 antag	EP2 mod
O=C1C(=Cc2cccnc2)C(=O)c2ccccc21	42*	-117
Cc1cc(C)c2c(N)c(C(=O)Nc3ccccc3C)sc2n1	15	-27

Other results follow:
SMILES	EP2 antag	EP2 mod
CCOC(=O)CSc1nnc(CNc2cc(Cl)ccc2Cl)o1	9	-60
CCOc1ccc(N2CC(C(=O)Nc3ccc(C)cc3C)CC2=O)cc1 (configuration not stated)	13	-18
Cc1ccc2cc(C(c3nnnn3Cc3ccccc3)N3CCc4ccccc4C3)c(=O)[nH]c2c1C (configuration not stated)	8	41
CCOc1ccc(N2CC(c3nc4ccccc4n3CC)CC2=O)cc1 (configuration not stated)	3	12
Cc1cccc(C2(O)CCN(CC(O)c3ccc(C)c(C)c3)CC2)c1 (configuration not stated)	4	-58
CCn1c(SC(C)C(=O)Nc2c(C)cccc2C)nc2ccccc2c1=O (configuration not stated)	9	-7
Cc1cc(C)c2[nH]c(=O)c(C(c3nnnn3C3CCCC3)N3CCN(Cc4ccco4)CC3)cc2c1 (configuration not stated)	18	-3
C=CC[N+]1(CC(=O)Nc2c(C)cc(C)cc2C)CCOCC1	17	18

Compound activity (PubChem BioAssay)

This is a subset; count on the stated rates, not on these rows.
